Bioassay records: PubChem, Sanford-Burnham Center for Chemical Genomics
mIAP block – inhibitors of mouse IAP, primary screen, biochemical, luminescence, uHTS. intestinal alkaline phosphatase [Mus musculus]. purified mouse IAP, CDP-Star luminescence, 30 min. inhibition, % at 10 µM. hit rate 0.2% among 330,000. AID 2806, 2010;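 active = inhibition of at least 40% at 10 µM in the primary screen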;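 note: plate controls were DMSO with enzyme for no effect and no enzyme wells for full effect; values of inactives mirror those of a sister screen read the other way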
A3A deaminase – APOBEC3A ssDNA deaminase inhibitors, primary screen, selectivity assay for APOBEC3G inhibitor project, biochemical, FAM/TAMRA oligo cleavage fluorescence; inhibition, % at 20 µM; DNA dC->dU-editing enzyme APOBEC-3A (Homo sapiens), P31941; recombinant A3A, FAM/TAMRA ssDNA deamination fluorescence; AID 493011, 2011; hit rate 0.41% among 330,000;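 active = at least 40% inhibition at 20 µM here, with at most 30% in a related deaminase screen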;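 note: plate controls were A3A with DMSO for no effect and wells lacking A3A enzyme for full effect; some results filed as inactive read as strong as hits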
Target sequence (P31941 whole entry, looked up): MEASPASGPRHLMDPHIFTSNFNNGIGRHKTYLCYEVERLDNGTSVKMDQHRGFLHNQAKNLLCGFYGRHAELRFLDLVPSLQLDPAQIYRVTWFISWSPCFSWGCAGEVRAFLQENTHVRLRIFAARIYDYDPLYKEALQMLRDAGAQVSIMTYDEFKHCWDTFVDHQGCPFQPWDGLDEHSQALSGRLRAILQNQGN
MIN6 prolif – inducers of MIN6 beta-cell proliferation, primary screen, ATP luminescence, uHTS; proliferation, % at 10 µM; hit rate 0.29% among 330,000; MIN6 cells proliferation, ATPlite luminescence, 48 h; cells starved in 0.2% serum; 100% = growth in 10% serum; AID 2380, 2010;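 active = compounds whose signal lies at least 3.5 SD above the mean of all wells on their plate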;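 note: 0% = DMSO-treated cells in low-serum medium and 100% = 10% serum control; some compounds called inactive have numbers as strong as hits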
A3G deaminase – APOBEC3G DNA deaminase inhibitors, primary screen, biochemical, fluorescence, single-stranded DNA substrate, uHTS; hit rate 0.28% among 330,000; inhibition, % at 20 µM; recombinant A3G, ssDNA deamination FAM/TAMRA fluorescence; AID 493012, 2011; DNA dC->dU-editing enzyme APOBEC-3G (Homo sapiens), Q9HC16;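 active = inhibition of at least 40% at 20 µM, with no more than 30% in the related APOBEC3A deaminase screen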;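 note: plate controls were DMSO wells with A3G for no effect and wells lacking A3G enzyme for full effect; some compounds called inactive have numbers as strong as hits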
mIAP act – activators of mouse IAP, primary screen, biochemical, luminescence, uHTS. intestinal alkaline phosphatase [Mus musculus]. muIAP, CDP-Star luminescence, 30 min; hits give high values; 1 = vehicle-only enzyme signal, 0 = enzyme-free wells. activation factor at 10 µM. hit rate 0.24% among 330,000. AID 2805, 2010;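 active = activation factor of at least 2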; note: the source names both 10 and 20 µM as test concentration; values of inactives mirror those of a sister screen read the other way
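also added = chemiluminescent substrate CDP-Star | test system = mouse IAP enzyme | signal = chemiluminescence readout | compound = DMSO-dissolved test compounds | incubation = 30 min at room temperature | benchmarks = DMSO wells, no-enzyme wells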
NR3A LBD binder – binders of NR3A ligand-binding domain, primary screen, biophysical, differential scanning fluorimetry, uHTS | NR3A LBD differential scanning fluorimetry, Tm shift; 0% = protein alone, 100% = glycine-bound protein | hit rate 2.5% among 340,000 | AID 1259313, 2017 | Glutamate receptor ionotropic, NMDA 3A (GRIN3A) ligand-binding domain | Tm shift relative to glycine control, % at 25 µM;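 active = melting temperature shift of at least 10% of the positive control shift, at one fixed dose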
MPTP inh – mitochondrial permeability transition pore inhibitors, primary screen, biochemical, isolated mouse mitochondria, absorbance; Ca2+ swelling absorbance, 30 min; inhibition, % at 10 µM; hit rate 1.4% among 360,000;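 active = inhibition of 50% or more, scaled per plate between neutral and stimulator controls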;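 note: 0% = DMSO wells given calcium and 100% = 1 mM EGTA wells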
hIAP activ – human IAP activators, primary screen, biochemical, luminescence, uHTS | purified human IAP, CDP-Star luminescence, 30 min; hits give high values; 1 = vehicle-only enzyme, 0 = enzyme-free background | activation factor at 10 µM | hit rate 0.16% among 330,000 | Intestinal-type alkaline phosphatase (Homo sapiens), P09923;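 active = activation factor of the enzyme at least 2-fold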; note: the source names both 10 and 20 µM as test concentration; values of inactives mirror those of a sister screen read the other way
Target sequence (P09923 whole entry, looked up): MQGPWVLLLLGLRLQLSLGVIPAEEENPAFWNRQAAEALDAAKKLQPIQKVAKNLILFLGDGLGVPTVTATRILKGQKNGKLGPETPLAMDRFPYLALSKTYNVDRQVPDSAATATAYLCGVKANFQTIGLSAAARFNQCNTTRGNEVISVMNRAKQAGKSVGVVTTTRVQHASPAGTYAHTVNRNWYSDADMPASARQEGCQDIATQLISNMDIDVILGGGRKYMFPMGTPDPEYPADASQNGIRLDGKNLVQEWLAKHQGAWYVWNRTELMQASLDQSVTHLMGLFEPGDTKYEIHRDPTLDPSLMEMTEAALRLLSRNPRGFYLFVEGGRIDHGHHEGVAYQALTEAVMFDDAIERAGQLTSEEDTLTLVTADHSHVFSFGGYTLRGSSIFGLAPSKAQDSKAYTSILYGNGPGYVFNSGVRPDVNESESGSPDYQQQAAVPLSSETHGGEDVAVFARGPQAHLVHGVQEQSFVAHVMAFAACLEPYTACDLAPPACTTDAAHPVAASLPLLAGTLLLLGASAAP
hIAP block – human IAP inhibitors, primary screen, biochemical, luminescence, uHTS; Intestinal-type alkaline phosphatase (Homo sapiens), P09923; purified IAP, CDP-Star luminescence, 30 min; inhibition, % at 10 µM; hit rate 0.12% among 330,000; AID 2544, 2010;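 active = inhibition reaching a set limit with compound at 10 µM in the primary screen, cut at about 35% in these data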;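 note: plate controls were DMSO wells with enzyme for no effect and no-enzyme buffer wells for full effect; values of inactives mirror those of a sister screen read the other way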
Numbers without * were called inactive; nt = not tested or not shown; & = joins results of further samples.

cpd	Compound	mIAP block	A3A deaminase	MIN6 prolif	A3G deaminase	mIAP act	NR3A LBD binder	MPTP inh	hIAP activ	hIAP block
1	C=CCN1c2ccccc2[C@]23C[C@@H](C(=O)OC)N(C(=O)NCCC)C2=NC(C(=O)OC)=C(C(=O)OC)[C@H]13	8	1	5	-7	0.92	-2	0.2	0.98	2
2	Nc1nc(CSc2ncccn2)nc(Nc2ccccc2)n1	5	-3	-3	-9	0.95	2	-1.8	0.84	16
3	Cc1ccc(NC(=O)COC(=O)Cn2cnc3c2c(=O)n(C)c(=O)n3C)cc1F	4	-2	8	-9	0.96	0	0.0	1	-4
4	C/C(=N\NC(=O)COc1ccccc1F)c1cc2ccccc2o1	5	4	0	-3	0.95	-3	3.0	1.1	-8
5	COc1ccccc1Nc1nc(NCCC(C)C)nc(N)c1[N+](=O)[O-]	12	-4	-4	-7	0.88	0	12	1.1	-6
6	COc1ccc(Nc2nnc(SC(C(=O)Nc3cc(C)ccc3C)c3ccccc3)s2)cc1 (stereo unspecified)	-8	3	-5	-6	1.1	17*	5.5	0.9	10
7	O=C(CSc1nnc(C2CC2)n1C1CC1)c1ccc(F)c(F)c1	-4	-2	-5	-9	1	0	-0.7	1.2	-16
8	CCOC(=O)C1Nc2ccc(C)cc2C2C=CCC12 (stereo unspecified)	15	-4	-6	-1	0.85	-3	-1.4	0.95	5
9	COC(=O)N/N=C/c1cc(OC)c(O)c([N+](=O)[O-])c1	11	2	0	5	0.89	5	0.0	0.92	8
10	O=C(C1CC1)N1CCc2cc(Br)cc(S(=O)(=O)N3CCN(c4ccccn4)CC3)c21	5	-2	0	-3	0.95	7	3.8	1.1	-12
11	CC(=O)C1=C(NC(=O)c2ccc(F)cc2)CC2C1C2(C)C (stereo unspecified)	8	1	0	0	0.92	3	-0.7	1	-4
12	Cc1cc(C)nc(SCC(=O)c2ccc(F)cc2)n1	6	-6	-3	-1	0.94	-4	-0.8	1.1	-10
13	CC(C)C(=O)NC(NC(=S)NC1CCS(=O)(=O)C1)C(Cl)(Cl)Cl (stereo unspecified)	3	-3	-1	-9	0.97	-1	-0.9	1	-3
14	CN1CCCCCC1=NC1=C(C#N)CCCC1	2	1	-1	-2	0.98	3	0.8	1.1	-10
15	CCOC(=O)C(NC(=O)c1ccccc1)(Nc1cccc(C)n1)C(F)(F)F (stereo unspecified)	-4	-2	3	-5	1	-1	0.2	1	-5
16	CCOC(=O)c1c(NC(=O)C2CCCCC2)sc2c1CCN(C(C)C)C2	1	-10	0	5	0.99	2	21	0.97	3
17	CC1CN(C(=O)COC(=O)c2cccs2)CC(C)O1 (stereo unspecified)	5	3	0	-2	0.95	2	1.0	1.2	-16
18	Cn1c(Br)nc2c1c(=O)n(CC(O)COc1ccccc1)c(=O)n2C (stereo unspecified)	4	0	-4	-1	0.96	-1	-1.1	1	-2
19	N#CCc1nn2c3c(cnc2c1C#N)C(=O)CCC3	-1	8	-2	-1	1	2	0.1	1.1	-5
20	O=C(c1nnc(Cc2ccc(Cl)cc2)o1)N1CCOCC1	10	-2	-3	-4	0.9	-1	-2.7	0.81	20
21	COC(=O)c1ccc(NC(=O)CSc2nnc(Cc3cccn3C)n2-c2ccc(F)cc2)cc1	-2	0	0	-5	1	0	-1.6	0.84	16
22	O=S(=O)(c1ccccc1)c1nc(-c2ccccc2)oc1NCCCN1CCOCC1	1	-3	0	-9	0.99	-1	2.3	0.92	8
23	CCCNC(=O)COC(=O)CCC(=O)c1ccc(F)cc1	-4	-1	-3	-1	1	5	0.5	0.86	14
24	O=C(CSCc1ccc(Br)cc1)N1CCCC1	-8	-1	0	-7	1.1	3	-0.5	0.93	7
25	CC(=O)NS(=O)(=O)c1ccc(N)cc1	0&2	0&-1	-4&1	-7&-7	1&0.97	-1&3	2.6&-0.5	1&0.91	-2&9
26	C/C(=N\NC(=O)c1ccc(Cn2cc(Br)cn2)o1)c1cccc(NC(=O)C(C)(C)C)c1	2	1	0	-8	0.98	-2	-0.8	1.1	-5
27	Cc1cccc2c(N=NC(=O)C(C)n3cnc4ccccc4c3=O)c(O)[nH]c12 (stereo unspecified)	-7	4	-4	0	1.1	-4	3.3	0.87	13
28	Cc1ccc(C(=O)Nc2cccc(C(=O)N/N=C/c3ccc(F)cc3)c2)cc1	4	-3	-2	-8	0.96	3	6.2	1	-2
29	O=[N+]([O-])c1ccc(Cl)c(S(=O)(=O)n2ccnc2)c1	7	2	-3	-3	0.93	1	1.3	0.97	3
30	CCCCCn1cnnc1SCC(=O)c1c(N)n(C2CC2)c(=O)[nH]c1=O	-3	-1	-4	-5	1	1	0.0	1.1	-13
31	O=C(C(c1ccccc1)c1ccccc1)N1CCN(CCN2C(=O)c3cccc4cccc(c34)C2=O)CC1	12	-1	-7	-6	0.88	-3	1.5	0.79	21
32	Cc1cc(C)c(S(=O)(=O)Nc2cccc(-n3cnnn3)c2)c(C)c1	6	3	-3	-1	0.94	-5	0.4	0.82	18
33	CC(C)C(NC(=O)C(NC(=O)C1OC2OC(C)(C)OC2C2OC(C)(C)OC12)C(C)C)C(=O)O (stereo unspecified)	10	-3	2	-6	0.9	-2	-0.7	1	-3
34	CCOc1ccc(-n2c(C)c(C(=O)O)c3cc(OC)ccc32)cc1	-1	-1	-2	-10	1	2	0.6	0.84	16
35	CCCC(C)NC(=O)COC(=O)c1cccc(NS(C)(=O)=O)c1 (stereo unspecified)	0	2	-1	-3	1	-1	-0.9	1	0
36	CC(O)CNC(=O)C1CCN(Cc2ccc(OCc3ccccc3)cc2)CC1 (stereo unspecified)	2	-4	-2	-3	0.98	1	-1.9	0.86	14
37	Cc1ccc(-c2cc(C(F)F)n3ncc(C(=O)N4CCCc5ccccc54)c3n2)cc1	2	-1	7.8*	-4	0.98	1	0.7	0.83	17
38	CC(=O)c1c(C)nc(-c2ccc(OCC(=O)Nc3cccc(C)c3C)cc2)n1O	4	-2	-2	-1	0.96	-2	-0.6	1	-3
39	COc1ccc(-c2cnc(N)nc2-c2ccc(OC)cc2O)cc1	-1	-3	2	-9	1	2	-3.5	1.1	-15
40	CCOC(=O)N1CCN(C(=O)c2ccc3c(c2)N(Cc2ccc(C)cc2)CCS3)CC1	-9	-5	-6	-11	1.1	-1	89*	1.2	-16
41	O=C(NCCCN1CCOCC1)C(=O)NCC1OCCN1S(=O)(=O)c1cc(F)ccc1F (stereo unspecified)	-1	-4	1	-9	1	2	-0.1	0.96	4
42	CCCCCCn1c(CN2CCC(C)CC2)nc2c1c(=O)n(C)c(=O)n2C	4	-1	2	-10	0.96	0	0.7	0.93	7
43	c1ccc(-c2ccc3c(c2)NCCN3)cc1	-1	15	-7	-10	1	-4	-1.6	0.87	13
44	COc1ccc(CCNC(=O)c2cc(C)oc2C)cc1OC	0	-6	0	0	1	0	-0.1	1	-4
45	Cc1ccc(NC(=O)CSc2nnc(C)n2C2CC2)cc1S(=O)(=O)N1CCOCC1	4	2	1	-1	0.96	-2	-1.1	0.96	4
46	Cc1ccc2cc(CN(CCCN3CCOCC3)C(=O)NC3CCCCC3)c(=O)[nH]c2c1C	4	-2	-4	-9	0.96	-1	-4.8	0.96	4
47	O=C(/C=N/O)NCc1cccnc1	9	-1	1	3	0.91	0	-2.2	0.85	15
48	COc1cc(/C=N/N2C(=O)CSC2=S)ccc1O	52*	3	-3	1	0.47	-4	1.1	1	-3
49	Cc1ccc(C(=O)C(C)[n+]2cccc(C(N)=O)c2)cc1 (stereo unspecified)	-9	0	6	-11	1.1	0	0.2	1.2	-15
50	COc1ccc(CCC(=O)Nc2ccc(N3CCOCC3)cc2)cc1	-13	2	0	-1	1.1	1	0.1	0.9	10
51	COc1ccc(NC(=O)CSc2nc3sc(C)c(C)c3c(=O)n2Cc2ccco2)cc1	11	3	-4	-3	0.89	1	-1.0	0.83	17
52	CCOC(=O)c1c(C)[nH]c(C(=O)Nc2ccc(C)c(Cl)c2)c1C	-62	1	-1	1	1.6	nt	nt	1.6	-61
53	CCCNC(=O)Nc1ccc(NC(C)=O)cc1	8	-4	-1	-8	0.92	3	1.1	0.87	13
54	COc1cc(OC)c(OC)cc1CNCCNC(=O)c1nonc1N	2	2	1	-5	0.98	-2	-2.3	1.1	-11
55	Cc1ccc2c(c1)CCCN2C(=O)c1cccs1	2	3	-1	-2	0.98	1	-0.2	0.91	9
56	CCC(C)NC(=O)C1CCN(S(=O)(=O)c2cccs2)CC1 (stereo unspecified)	-7	3	2	-3	1.1	-1	0.9	0.94	6

Remaining list, next part:
cpd	Compound	mIAP block	A3A deaminase	MIN6 prolif	A3G deaminase	mIAP act	NR3A LBD binder	MPTP inh	hIAP activ	hIAP block
57	Cc1nc2ccccn2c1-c1csc(NCc2ccco2)n1	9	-4	-3	-4	0.91	0	3.2	0.94	6
58	COc1ccc(CNC(=O)CCCn2c(=S)[nH]c3cc4c(cc3c2=O)OCO4)cc1	-2	-6	0	-7	1	2	-1.8	1.3	-26
59	O=C(NCCNS(=O)(=O)c1ccccc1)c1ccc([N+](=O)[O-])cc1	6	1	-1	-7	0.94	-1	-0.3	0.81	19
60	COc1ccc(OCC(=O)Nc2c(C)ccc3nsnc23)cc1	7	-2	-3	-4	0.93	2	0.9	0.81	19
61	CCOc1ccc2oc(C(=O)Nc3cc(C)ccn3)c(C)c2c1	0	-3	-5	-9	0.99	-4	0.2	1.1	-6
62	Cc1cccc(CCNC(=O)c2cccc3c2C(=O)N(C2CCCCC2)C3)c1	6	5	-4	-3	0.94	-9	-0.9	1	0
63	CSc1ccccc1-c1nc(-c2ccncc2)no1	6	-2	3	-4	0.94	-2	0.2	0.95	5
64	Cc1ccccc1OCC(=O)N1N=C(c2cccnc2)CC1(O)C(F)(F)F (stereo unspecified)	-3	-2	-1	-8	1	-3	0.7	1.1	-7
65	Cc1cccc(OCCC(=O)Nc2ccc(F)c(Cl)c2)c1	-21	1	-4	-10	1.2	-5	78*	0.97	3
66	CC(=O)N1CCN(S(=O)(=O)c2cccc(C(=O)Nc3cc(C(F)(F)F)ccc3N3CCOCC3)c2)CC1	6	15	6	-1	0.94	0	-1.9	1.2	-18
67	c1ccc(CSc2nnc3ccc(-c4cccs4)nn23)nc1	-2	2	0	-4	1	-1	1.8	1	0
68	CCN1CCN(c2ccc(NC(=O)CCc3c(C)nc4c(-c5ccc(F)cc5)c(C)nn4c3C)cc2)CC1	3	-2	-6	-7	0.97	-5	-5.6	1	-4
69	CCN(CC)C(=O)[C@H]1C[C@H](CC(=O)NCCN2CCOCC2)C(=O)N2CCc3c([nH]c4cc(-c5ccco5)ccc34)[C@]12C	-6	1	nt	3	1.1	1	-0.1	nt	nt
